From PubChem BioAssay
AmpC det inh – inhibitors of E. coli AmpC beta-lactamase with detergent; P00811; purified AmpC, nitrocefin hydrolysis with detergent; Potency, µM (titrated, usually from 28.7 µM), without a hit: at the highest dose activity change, negative = inhibition; actives 0.09% (n = 71,000); AID 584; active means well fitted curve in the direction sought with a large enough effect
Target sequence (P00811 whole entry, looked up): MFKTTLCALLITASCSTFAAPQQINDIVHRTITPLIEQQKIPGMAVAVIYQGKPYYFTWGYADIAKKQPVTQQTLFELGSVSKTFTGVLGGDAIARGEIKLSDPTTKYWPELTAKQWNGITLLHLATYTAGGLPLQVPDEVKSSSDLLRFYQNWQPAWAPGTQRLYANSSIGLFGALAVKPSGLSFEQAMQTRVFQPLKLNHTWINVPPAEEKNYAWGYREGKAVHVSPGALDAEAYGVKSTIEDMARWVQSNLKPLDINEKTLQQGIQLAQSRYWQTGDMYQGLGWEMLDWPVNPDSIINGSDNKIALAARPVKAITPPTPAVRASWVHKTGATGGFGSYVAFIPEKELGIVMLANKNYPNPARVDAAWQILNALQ
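E. coli AmpC (5.3 nM) in 20 mM phosphate pH 7.0 with 0.01% Triton X-100, preincubated 15 min RT with compound; nitrocefin (2 uL of 800 uM stock) hydrolysis followed by 480 nm absorbance every 20 s over 4 min.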
An asterisk follows results filed as active; [ ] = dose if it differs, or a comment. On the % scale 0 is the no-effect control and ±100 the full control effect; potency means the concentration at half of the fitted maximal effect.

SMILES	AmpC det inh
COc1ccc(S(=O)(=O)N2CCN(c3cccc(C)c3C)CC2)cc1	12%
O=C(NNS(=O)(=O)c1ccccc1)c1cccnc1	-2%[5.75 µM]
CC1CCCC(C(=O)O)N1C(=O)CCSC(=O)c1ccccc1 (stereo not given)	-2%
O=C(NC1CCS(=O)(=O)C1)OC1CCCCC1 (stereo not given)	-1%
Cc1ccc(/C(O)=C2\C(=O)C(=O)N(CCCN(C)C)C2c2ccccn2)cc1 (stereo not given)	1%
COc1ccccc1C1/C(=C(/O)c2ccc(C)cc2)C(=O)C(=O)N1CC(C)O (stereo not given)	1%
O=C(CN(C(=O)c1ccco1)c1cccc(F)c1)NCc1ccc(F)cc1	-3%
COc1cccc(CC(NC(C)=O)C(=O)NC2CCN(c3c4c(nc5ncnn35)CCC4)CC2)c1 (stereo not given)	-2%
Cc1cc(-c2cccnc2)c(C#N)c(SCC#N)n1	-1%
CCOC(=O)c1ccc(NC(=O)Cn2cc3c(n2)CCC(C)C3)cc1 (stereo not given)	8%
Cc1noc(C)c1-c1nc(NCc2ccccc2)c2ccccc2n1	6%
O=C(Nc1nc2ccccc2n1Cc1ccc(Cl)cc1)c1ccco1	6%
Cc1ccc(NC(=O)c2ccco2)cc1C	-1%
CC(C)CCNC(=O)Cn1c(=O)oc2cc(S(=O)(=O)N3CCc4ccccc43)ccc21	6%
O=C(NCCCN1CCOCC1)c1ccc(CS(=O)(=O)c2c(Cl)cccc2Cl)o1	18%
O=C(NCc1ccc(Cl)c(Cl)c1)c1cccnc1	-3%
Cc1ccc2nc(CSc3nnc(-c4ccco4)n3-c3ccccc3)cc(=O)n2c1	-2%
O=C(OCc1cccs1)c1ccccc1NS(=O)(=O)c1ccc2c(c1)OCCO2	-3%
COC(=O)c1ccc(NC(=O)C23CCC(C)(C(=O)O2)C3(C)C)cc1 (stereo not given)	7%
COc1ccc(N=c2oc3cc(O)ccc3cc2C(=O)NCC2CCCO2)c(OC)c1 (stereo not given)	-1%
COc1ccc(OC)c(-c2nc(C)sc2CC(=O)O)c1	1%
CCNS(=O)(=O)c1ccc(NS(=O)(=O)c2cc(C)ccc2C)cc1	-4%
CCc1nc(SCC(=O)N2CCCC2)c2ccccc2n1	7%
CCOC(=O)c1snc(-c2ccc(F)cc2)c1N	31%
CN1CCCC(OC(=O)c2ccc3c(c2)OCCO3)C1 (stereo not given)	-3%
C[n+]1c(/C=C\c2ccc(O)c3ncccc23)[se]c2ccccc21	-4%[5.75 µM]
Cc1ccc(C2=Nc3ccccc3NC(C)(c3ccc(C)o3)C2)o1 (stereo not given)	-3%
CC1(C(=O)O)CCC(C(=O)N2CCOCC2)C1(C)C (stereo not given)	16%
CC(C)CN1CC[C@@]2(CCCN(C(=O)c3ccncc3)C2)C1	0%
CC(C)N(Cc1nc(-c2ccccc2)no1)C(=O)c1ccc2c(c1)OCO2	-4%
CCSc1oc(-c2ccco2)nc1S(=O)(=O)c1ccc(F)cc1	-5%
OCCN1CCN(c2nc(-c3ccccc3)c3cc(Cl)ccc3n2)CC1	7%
CCN(c1ccccc1)S(=O)(=O)c1cnc[nH]1	-3%
COCCOC(=O)c1c(C)n(C)c2ccc(OC(=O)N3CCOCC3)cc12	0%
Cc1ccc(-n2ncc3c2ncn2c(-c4ccncc4)nnc32)cc1	1%
CC(=O)Nc1cc2c(cc1NC(=O)c1cnccn1)OCCO2	-2%
CCc1ccccc1S(=O)(=O)Cc1ccc(C(=O)NCC2CCCO2)o1 (stereo not given)	-2%
Cc1ccc2cc(COC(=O)c3ccncc3)c(=O)[nH]c2c1	9%
COc1ccc(C(=O)/C=C\N2CCOCC2)cc1	1%
O=C(CSc1nnc(-c2ccco2)o1)c1ccccc1	-4%
O=C(NCC1CCCO1)c1cccnc1Nc1ccccc1F (stereo not given)	5%
CSc1nnc(Cn2c(=O)sc3ccccc32)n1-c1ccccc1C	6%
O=C(CN1CCN(C2CCCCC2)CC1)c1ccc2cc[nH]c2c1	13%
CC1CCN(C(=O)C2Cc3ccccc3CN2S(=O)(=O)c2ccc(F)cc2)CC1 (stereo not given)	-2%
O=C(O)c1cc(-c2ccco2)nc2ccccc12	-9%

Reformatted in markdown: part of the list above.
| canonical_smiles | AmpC det inh |
| --- | --- |
| Cc1ccc2cc(COC(=O)c3ccncc3)c(=O)[nH]c2c1 | 9% |
| COc1ccc(C(=O)/C=C\N2CCOCC2)cc1 | 1% |
| O=C(CSc1nnc(-c2ccco2)o1)c1ccccc1 | -4% |
| O=C(NCC1CCCO1)c1cccnc1Nc1ccccc1F (stereo not given) | 5% |

Next records:
SMILES	AmpC det inh
CS(=O)(=O)N1CCC2(CCN(c3ccccc3)CC2)CC1	-2%
COc1cc2c3cc1Oc1c(O)c(OC)cc4c1[C@@H](Cc1ccc(cc1)Oc1cc(ccc1O)C[C@H]3N(C)CC2)N(C)CC4	0%[5.75 µM]
CCS(=O)(=O)N1CCN(C2CCC(C)CC2)CC1 (stereo not given)	9%
Cc1nn(C)c(C)c1NC(=O)CSc1nc(-c2ccccc2F)nc2c1cnn2-c1ccccc1	-3%
CS(=O)(=O)N(CC(=O)NC1CCCCC1)c1cccc(Cl)c1	-6%
O=C(CN1C(=O)c2ccccc2C1=O)Nc1cccc2cccnc12	9%
O=C(CN1C(=O)CCC1=O)Nc1nc(-c2cccs2)cs1	0%
c1ccc2c(CCNCc3ccc4c(c3)OCO4)c[nH]c2c1	-3%
Cc1sc2ncnc(SCC(=O)c3cccs3)c2c1C	8%
Cc1oc2cc3c(C(=O)OCCN(C)C)c(C)oc3cc2c1C(=O)OCCN(C)C	6%
COc1nc2ccccc2c(=O)n1OCC(C)C	-1%
COc1ccc(-c2coc3cc(O)ccc3c2=O)cc1OC	-2%
Nc1n[nH]c2ccccc12	-1%[5.75 µM]
COc1c(Cl)cc(Cl)cc1C(=O)Nc1ccccc1N1CCN(C(C)=O)CC1	-2%
CCOc1ccccc1N(C)C(=O)C1CCN(S(=O)(=O)c2cccc3nonc23)CC1	14%

2 of these compounds in another layout:
smiles | AmpC det inh
COc1ccc(-c2coc3cc(O)ccc3c2=O)cc1OC | -2%
Nc1n[nH]c2ccccc12 | -1%[5.75 µM]

New compounds follow:
SMILES	AmpC det inh
CCOc1ccc(CN2CCN(S(=O)(=O)c3ccc(NC(C)=O)cc3)CC2)cc1OC	-2%
CCOC(=O)N1CCN(C(=O)CCc2c(C)nc3nc(C)nn3c2C)CC1	-3%
COc1ccc(-c2cc(CCCC(=O)NCCc3cc(OC)ccc3OC)no2)cc1	13%
Cn1c(-c2ccc3c(c2)OCO3)cnc1NCc1cccc(Cl)c1	5%
O=S(=O)(NCc1ccc2c(c1)OCO2)c1cccc2cccnc12	-2%
CC1CCc2nn(CC(=O)NCCC3=CCCCC3)cc2C1 (stereo not given)	3%
CCCCCCCCOc1ccc(C(=O)O)cc1	8%
Cc1ccc(NC(=O)CCn2c(=O)oc3ccccc32)cc1	-1%
Cc1cc(C)c(N)cc1C	7%
O=C(c1ccco1)N1CCN(C(=O)c2cnn3cccnc23)CC1	-6%
c1cn2c(NC3CCCC3)c(-c3ccc(N4CCOCC4)cc3)nc2cn1	14%
O=C(COC(=O)c1ccc2c(c1)OCO2)NC1CCS(=O)(=O)C1 (stereo not given)	-3%
COc1ccc(Br)cc1S(=O)(=O)N1CCOCC1	-3%
COc1ccc(OCC(=O)Nc2ncc3c(n2)CC(C)(C)CC3=O)cc1	-1%
COc1ccc(OC)c(NC(=O)Cn2cc(C#N)c3cc(Br)ccc32)c1	-2%
CC(=O)Nc1ccc(S(=O)(=O)NCCN2CCOCC2)cc1	-2%
CN1C(=O)c2ccc(S(=O)(=O)c3ccc(C(=O)O)cc3)cc2C1=O	-1%
CCN(CC)c1ccc(-n2cc3c(=O)n(C)c(=O)n(C)c3c2)cc1	3%
Cc1ccccc1NC(=O)C1Cc2ccccc2C(=O)O1 (stereo not given)	0%
Nc1ccc(N(S(=O)(=O)c2ccccc2)S(=O)(=O)c2ccccc2)c(Cl)c1	-3%[5.75 µM]
CC(C)=CCC/C(C)=C/CC/C(C)=N/O	6%
Cc1nc(SCC(=O)NCCc2ccccc2)n[nH]1	-1%
O=C(Cn1[nH]c(=O)c2ccccc2c1=O)N1CC=C(c2ccccc2)CC1	-3%
Cc1cccc(N(C(=O)CCC(=O)Nc2ccccn2)C(C(=O)NC(C)C)c2ccc(O)cc2)c1 (stereo not given)	-5%
O=C(COc1cccc2cccnc12)NCC(F)(F)F	-1%
O=C(Cn1nnc(-c2ccccc2NC(=O)c2ccccc2F)n1)NCc1ccco1	-3%
O=C(Nc1nnc(C2CCCO2)s1)c1cccs1 (stereo not given)	-6%
O=C1NCCCC2c3cc(O)c4ccccc4c3OC12N1CCCCC1 (stereo not given)	-2%
CCOC(=O)CC(=O)Nc1c(C)cc(C)cc1C	-3%
Cc1cccc2cc(CN(CC3CCCO3)C(=O)NC3CCCCC3)c(=O)[nH]c12 (stereo not given)	7%
C/C(N)=C(/C#N)C(=O)COC(=O)c1cc(S(=O)(=O)N2CCCCC2)ccc1C	1%
C=CCOc1nc2c(c(=O)n(C)c(=O)n2C)n1C	-2%
COc1ccccc1CN1CC(C(=O)NC2CCCCC2)CC1=O (stereo not given)	-1%
COc1ccc(Cl)cc1NC(=O)N(C)Cc1c(C)nn(C)c1C	-10%
O=C(c1oc(=O)c2ccccc2c1-c1ccccc1)N1CCC(O)CC1	10%
Cc1ccc(C)c(NS(=O)(=O)c2ccc(OCC(=O)NCc3ccco3)cc2)c1	-4%
Cc1cc(C(=O)NC(C)C2CCCO2)cs1 (stereo not given)	-5%
COc1ccc2c(c1OC)C(=O)N1C(C(=O)O)Cc3c([nH]c4ccccc34)C21 (stereo not given)	2%
O=c1cc(CO)oc(C(Nc2ccccn2)c2ccsc2)c1O (stereo not given)	-5%
O=C(O)c1cccc(S(=O)(=O)Nc2ccc3c(c2)OCO3)c1	-5%
Cc1[nH]c(=O)[nH]c(=O)c1S(=O)(=O)N1c2ccc(F)cc2CCC1C (stereo not given)	-1%
Cc1ccc2c(SCC(=O)NCc3ccco3)nc(-c3ccc(F)cc3)nc2c1	8%
Cc1ccc(S(=O)(=O)N2CCCC(C(=O)NCc3cccnc3)C2)cc1Cl (stereo not given)	2%
Cc1cccc(N2CCN(C(=O)C3CCN(c4nnc(-n5cccc5)s4)CC3)CC2C)c1 (stereo not given)	5%
N#Cc1nc(COc2ccccc2)oc1N1CCC(Cc2ccccc2)CC1	-3%

Shown bar-delimited: 7 of the compounds above
SMILES | AmpC det inh
C/C(N)=C(/C#N)C(=O)COC(=O)c1cc(S(=O)(=O)N2CCCCC2)ccc1C | 1%
C=CCOc1nc2c(c(=O)n(C)c(=O)n2C)n1C | -2%
Cc1ccc(C)c(NS(=O)(=O)c2ccc(OCC(=O)NCc3ccco3)cc2)c1 | -4%
COc1ccc(Cl)cc1NC(=O)N(C)Cc1c(C)nn(C)c1C | -10%
N#Cc1nc(COc2ccccc2)oc1N1CCC(Cc2ccccc2)CC1 | -3%
Cc1[nH]c(=O)[nH]c(=O)c1S(=O)(=O)N1c2ccc(F)cc2CCC1C (stereo not given) | -1%
Cc1ccc(S(=O)(=O)N2CCCC(C(=O)NCc3cccnc3)C2)cc1Cl (stereo not given) | 2%

More records follow.
SMILES	AmpC det inh
CCOc1cccc2c1OC1(C)CC2NC(=O)N1c1cccc(F)c1 (stereo not given)	-3%
CCCCN(C(=O)CN1C(=O)C2CC=CCC2C1=O)c1c(N)n(CCC)c(=O)[nH]c1=O (stereo not given)	0%
Cc1cc(C)n2nc(SCC(=O)c3ccc[nH]3)nc2n1	1%
COc1ccc(CCNC(=O)COc2ccc(S(=O)(=O)N3CCOCC3)cc2)cc1OC	-5%
Cc1ccc(S(=O)(=O)NC(C(=O)OCC(=O)NC(=O)c2cccn2C)C(C)C)cc1 (stereo not given)	0%
Cn1nnnc1SCc1ccc(C(=O)Nc2nccs2)cc1	-2%
CCCCc1nc2ccccc2n1Cc1nnc2n1-c1ccccc1SC2	13%
CC(C)OC(=O)c1c(NC(=O)c2cccs2)sc2c1CCCC2	7%
COc1cccc(-c2nnc(SCC(=O)Nc3cc(C)on3)o2)c1	-4%
CCc1c(C)sc(NC(=O)c2ccc(Br)o2)c1C(=O)OC	5%
COc1ccc(N2CCn3c2nc2c3c(=O)n(CCc3ccccc3)c(=O)n2C)cc1	1%
O=c1c(-c2ccc(Cl)cc2)nc2cnc(N3CCNCC3)nc2n1CCc1ccccc1	-4%
C[C@@](O)(CNS(=O)(=O)c1ccccc1)c1ccccc1	-2%[5.75 µM]
COc1cc([C@H](O)C(=O)O)ccc1O	-1%
Cc1ccc(NC(=O)CSc2nnc(Cc3cccn3C)n2-c2ccc(F)cc2)cc1	11%

Overlap with the part before: six entries, followed by the next part.
SMILES	AmpC det inh
CCc1c(C)sc(NC(=O)c2ccc(Br)o2)c1C(=O)OC	5%
COc1ccc(N2CCn3c2nc2c3c(=O)n(CCc3ccccc3)c(=O)n2C)cc1	1%
O=c1c(-c2ccc(Cl)cc2)nc2cnc(N3CCNCC3)nc2n1CCc1ccccc1	-4%
C[C@@](O)(CNS(=O)(=O)c1ccccc1)c1ccccc1	-2%[5.75 µM]
COc1cc([C@H](O)C(=O)O)ccc1O	-1%
Cc1ccc(NC(=O)CSc2nnc(Cc3cccn3C)n2-c2ccc(F)cc2)cc1	11%
O=C1C2C3C=CC(C3)C2C(=O)N1c1nccs1 (stereo not given)	-3%
CCN(CC)c1ccc(NC(=O)CN2C(=O)CC(C)(C)S(=O)(=O)c3ccccc32)c(C)c1	11%
CC(=O)NCCNc1nc(-c2ccccc2Cl)nc2ccccc12	10%
CC(C)Cn1c(-c2ccccc2F)n[nH]c1=S	-5%
CC(C)CC1NC(=O)N(CC(=O)c2ccc3c(c2)OCCO3)C1=O (stereo not given)	-2%

A portion of the library; count on the stated rates, not on these rows.
